p47phox inh – p47phox/p22phox peptide binding inhibitors, primary screen, biochemical, uHTS, NADPH oxidase regulatory subunit; inhibition, % at 24.7 µM; Neutrophil cytosol factor 1 (Homo sapiens), P14598; hit rate 0.53% among 220,000; AID 1274, 2008; fluorescence polarization, 2 h;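 active means inhibition above about 30%, limit read from the data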;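 further: 0% = p47phox with labelled peptide and 100% = labelled peptide alone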
p97 inhibitor – inhibitors of human p97 ATPase, primary screen, biochemical; recombinant p97 ATPase, Kinase-Glo ATP luminescence, 3 h; inhibition, % at 8 µM; hit rate 0.42% among 220,000; AID 1481, 2009; in the data active means inhibition above about 15%;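 further: 0% = DMSO vehicle and 100% = wells lacking enzyme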
Runt-SMMHC FRET – inhibitors of RUNX1 Runt–CBFb-SMMHC binding, primary screen, biochemical, FRET, Cerulean-Runt, Venus-CBFb-SMMHC, uHTS; Runt-related transcription factor 1 (Homo sapiens) + Core-binding factor subunit beta …; Cerulean-Runt/Venus-CBFb-SMMHC FRET ratio 530/480, 1 h; inhibition, % at 20 µM; hit rate 0.74% among 220,000; AID 1434, 2008;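 active means mean inhibition across duplicate retests at 20 µM reaching about 50%, limit read from the data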;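 further: 0% = DMSO wells and 100% = wells with excess untagged CBFb-SMMHC; inhibitors lower the FRET ratio by blocking Runt binding to CBFb-SMMHC; some results filed as inactive read as strong as hits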
Target sequence (Q01196 whole entry, looked up): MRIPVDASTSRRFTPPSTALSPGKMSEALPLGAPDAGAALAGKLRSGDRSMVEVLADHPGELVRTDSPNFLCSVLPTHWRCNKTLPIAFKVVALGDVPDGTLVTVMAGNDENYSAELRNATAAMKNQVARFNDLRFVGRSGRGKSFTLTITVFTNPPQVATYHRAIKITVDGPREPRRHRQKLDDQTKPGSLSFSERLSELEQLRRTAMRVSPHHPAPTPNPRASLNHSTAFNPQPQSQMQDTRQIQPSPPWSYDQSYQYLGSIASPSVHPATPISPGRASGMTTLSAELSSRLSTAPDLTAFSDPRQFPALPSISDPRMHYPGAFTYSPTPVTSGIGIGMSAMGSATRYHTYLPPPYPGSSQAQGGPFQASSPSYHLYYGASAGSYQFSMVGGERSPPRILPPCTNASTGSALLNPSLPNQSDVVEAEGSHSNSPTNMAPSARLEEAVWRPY
Target sequence (Q13951 whole entry, looked up): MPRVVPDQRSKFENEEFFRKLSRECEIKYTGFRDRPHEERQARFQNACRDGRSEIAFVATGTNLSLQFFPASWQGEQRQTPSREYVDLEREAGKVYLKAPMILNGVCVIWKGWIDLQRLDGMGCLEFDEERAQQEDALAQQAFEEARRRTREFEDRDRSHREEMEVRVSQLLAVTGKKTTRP
Runt-CBFb FRET – inhibitors of RUNX1 Runt–CBFb binding, primary screen, biochemical, FRET, Cerulean-Runt, Venus-CBFb, uHTS | Cerulean-Runt/Venus-CBFb FRET ratio 530/480, 1 h | hit rate 0.46% among 220,000 | inhibition, % at 20 µM | Runt-related transcription factor 1 (Homo sapiens) + Core-binding factor subunit beta … | AID 1496, 2009;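 active means inhibition over about 50% at 20 µM in the single-dose screen, limit read from the data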;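 further: 0% = DMSO wells and 100% = excess unlabeled CBFb competitor control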
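Measured by: fluorescence energy transfer, 422 nm excitation, 530/480 nm emission; test system: Cerulean-tagged RUNX1 Runt domain (FRET donor) fusion protein; buffer or medium: Tris pH 7.5 buffer with BSA; compound: one dose, 20 µM compound, 1% DMSO; times: two 1 h room-temperature incubations shielded from light; benchmarks: unlabeled CBFb 5 µM, positive control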
EBV gp42 inh – Epstein-Barr virus gp42 inhibitors, primary screen, biochemical, uHTS, fluorescence polarization. inhibition, % (tested at 21.74 µM). Glycoprotein 42 (Epstein-Barr virus (strain AG876)), Q1HVG2. AID 1085, 2008. Fluorescence polarization binding assay, mP read-out. hit rate 0.42% among 220,000; in the data active means inhibition above about 50%
Target sequence (Q1HVG2 whole entry, looked up): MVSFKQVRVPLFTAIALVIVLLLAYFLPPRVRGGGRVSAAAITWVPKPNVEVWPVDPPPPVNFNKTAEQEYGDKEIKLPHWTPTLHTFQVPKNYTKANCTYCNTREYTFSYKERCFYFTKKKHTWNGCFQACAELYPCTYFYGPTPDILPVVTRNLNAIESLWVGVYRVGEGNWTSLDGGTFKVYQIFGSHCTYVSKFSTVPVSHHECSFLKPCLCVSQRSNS
Furin inh – human furin inhibitors, primary screen, biochemical, fluorescence intensity | inhibition, % at 30 µM | hit rate 0.061% among 220,000 | purified furin, fluorogenic substrate cleavage | P09958; in the data active means inhibition above about 25%; further: inactives centre near -15
m-calpain inh – inhibitors of pig calpain II, primary screen, biochemical, fluorogenic peptide substrate, 1536-well. hit rate 0.37% among 220,000. inhibition, % at 16 µM. purified calpain II, 30 min;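 active means inhibition above about 50%, limit read from the data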
RBBP9 inhibitor – human RBBP9 inhibitors, primary screen, biochemical, fluorescence polarization, FP-Rh probe, HTS; recombinant RBBP9; hit rate 0.2% among 220,000; inhibition, % at 7.94 µM; Serine hydrolase RBBP9 (Homo sapiens), O75884;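 active means inhibition above the campaign mean of all tested compounds plus 3 SD, cut at about 14% in these data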;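 further: plate controls were DMSO wells with RBBP9 for no effect and wells lacking RBBP9 protein for full effect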
Target sequence (O75884 whole entry, looked up): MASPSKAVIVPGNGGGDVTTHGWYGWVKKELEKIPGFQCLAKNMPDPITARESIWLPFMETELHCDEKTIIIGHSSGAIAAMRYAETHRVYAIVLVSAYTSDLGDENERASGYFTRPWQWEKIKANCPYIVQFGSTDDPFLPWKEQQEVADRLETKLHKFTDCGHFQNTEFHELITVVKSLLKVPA
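Test system: recombinant human RBBP9. Quantity: 2.5 µM RBBP9 dispensing solution, before mixing. Detection: FP readout at 525/598 nm. Reagent: Serine-hydrolase probe FP-Rh, 375 nM pre-mixing. Measure: % inhibition. Control set: DMSO-treated enzyme wells and wells lacking RBBP9. Buffer or medium: Tris-NaCl-Pluronic buffer, pH 8.0. Times: preincubation 30 min plus labeling 45 min at 25 °C.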
Tb hexokinase – Trypanosoma brucei hexokinase 1 inhibitors, primary screen, biochemical, G6PDH-coupled NADH absorbance, MLSCN library; recombinant TbHK1, G6PDH-coupled NADH A340; inhibition, % at 10 µM; hit rate 0.11% among 220,000; AID 1430, 2008;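 active means inhibition of 50% or more in the single-dose primary screen; inactive means inhibition below 50%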
Active calls of the source: *; i = inactive; / = not tested or not shown; & = joins results of further samples; [ ] = another dose, or the depositor's remark.

SMILES	p47phox inh	p97 inhibitor	Runt-SMMHC FRET	Runt-CBFb FRET	EBV gp42 inh	Furin inh	m-calpain inh	RBBP9 inhibitor	Tb hexokinase
O=C(Oc1ccc(NC2=C(Cl)C(=O)c3ccccc3C2=O)cc1)c1ccc([N+](=O)[O-])cc1	24	1	10	10	0	-17	-20	1	-4
c1csc(CNc2nc3ccccc3n2CCN2CCOCC2)c1	0	9	-7	1	-25	0[20 µM]	4	6	-1
Cc1ccc(S(=O)(=O)Nc2cc(-c3ccccc3)nn2C)cc1	-12	10	2	0	-7	-14	-13	-4	-2
CN(C)S(=O)(=O)c1cc(NC(=O)COC(=O)c2ccc3c(c2)OCO3)ccc1Cl	-3	-1	1	0	-16	-14	6	-7	-1
CC1=C(C(=O)OC(C)C)C2(O)C(=O)c3ccccc3C2(O)N1 (stereo not drawn)	-4	-3	-2	4	-7	-9[20 µM]	20	-7	1
CCOC(=O)c1c(N)ssc1=S	4&-13	3&5	14&20	28&41	-7&-20	-20&-28	1&-3	1&11	-13&-5
O=C(NCc1ccc2c(c1)OCO2)C1CC(c2ccc(Cl)cc2)=NO1 (stereo not drawn)	-8	1	-3	-2	-10	-12[20 µM]	8	-2	2
Cc1nc2c(C)cccc2cc1C(=O)N/N=C/c1ccc(N(C)C)cc1	-13	1	-7	-2	-9	-16[20 µM]	-28	1	-57
CCN(CC)c1ccc(S(=O)(=O)N(CC)CC)cc1NC(=O)C1CCCC1	-17	-3	-2	-3	-3	-9	1	-2	-1
COc1ccc(-c2nn(-c3ccccc3)cc2/C=N/Nc2ccc(S(N)(=O)=O)cc2[N+](=O)[O-])cc1OC	-12	-3	5	-4	0	-9	-103	4	-2
Cc1cccn2cc(CNC(=O)c3ccco3)nc12	7	0	0	0	-9	-14	-25	-9	7
CCCC(=O)N1CCN(c2ccc(NC(=S)NC(=O)CC)cc2)CC1	-5	-7	-1	-1	6	1[20 µM]	-11	1	-1
NC1=NN=C(c2ccc3c(c2)OCCO3)CS1	-6	2	1	4	-6	-7	-1	-7	-21
CCOc1ccc(N=C2NC(=O)C(CC(=O)Nc3ccccc3)S2)cc1 (stereo not drawn)	3	-2	2	-3	13	-3	5	0	1
COc1ccc(C(=O)NCc2ccccc2OC)cc1	0	-3	3	1	-1	-15[20 µM]	10	2	-1
CCOc1ccc(NC(=S)N/N=C(\C)Cc2ccc(OC)cc2)cc1	-5	-2	8	17	-6	5	22	-10	11
CC(Sc1nc2ccccc2c(=O)[nH]1)C(=O)O (stereo not drawn)	-5	1	2	1	-17	-15[20 µM]	-15	0	-6
CC/C(C)=N/N1C(=O)c2ccccc2NC1(C)CC (stereo not drawn)	2	7	4	5	1	-27	i	-3	-4
Cc1c(/C(O)=C2/C(=O)C(=O)N(Cc3cccnc3)C2c2ccccn2)cnn1-c1ccccc1 (stereo not drawn)	-12	1	0	1	-5	-26	7	-2	-17
COc1cccc(-c2csc(N3CCN(CC(=O)NNC(=O)c4ccc(Br)cc4)CC3)n2)c1	-7	6	0	5	-5	-15[20 µM]	1	-5	1
CCOc1ccc2nc(NC(=O)C3CCCN(S(=O)(=O)c4cccc5nonc45)C3)sc2c1 (stereo not drawn)	-15	1	-3	1	-17	-16[20 µM]	-114	-4	-18
O=C(NCc1cccc(F)c1)c1noc2c1CCCC2	-9	-2	-5	1	-4	2	3	-2	4
O=C(O)[C@H]1Cc2ccccc2CN1S(=O)(=O)c1ccc(F)cc1	2	3	1	1	4	-15	-7	-6	-4
CCN1CCN(C(=S)Nc2ccccc2Cl)CC1	-15	3	-4	2	-3	-17[20 µM]	12	-8	0
Cc1cc2occ(CC(=O)OCC(=O)Nc3sc4c(c3C#N)CCC(C)C4)c2cc1C (stereo not drawn)	-12	5	-1	-5	-1	-28	-23	-5	5
Nc1nc(Nc2ccccc2Br)nc(C(F)(F)F)n1	-9	2	2	1	-14	-14	-4	-9	-9
CC(=O)N1CCN(Cc2nc3cc(NC(=O)c4ccc(F)cc4)ccc3n2C)CC1	-6	4	-2	-2	-15	-8	-2	-6	-7
Cc1[nH]c2ccccc2c1/C=N/Nc1ccc(F)cc1F	-16	7	-15	-2	-7	-16	-2	0	-7
CCOC(=O)c1ccc(NC(=O)CC2NCCNC2=O)cc1 (stereo not drawn)	-19	0	4	0	-14	-15[20 µM]	-31	-2	-1
CCNc1nc(Oc2ccc(=O)[nH]n2)nc(N2CCOCC2)n1	-24	4	4	3	-8	-12[20 µM]	-30	-5	4
O=C1c2ccccc2N(Cc2ccc(Cl)cc2)C2=NCCN12	-1	0	1	1	-1	-22	-3	-2	-5
Cn1c(=O)n(CCN2CCOCC2)c(=O)c2c1nc1n2CCN1c1ccccc1	/	2	/	/	/	-24[20 µM]	/	1	-6
CS(=O)(=O)c1ncc(Cl)c(C(=O)Nc2ccc3ccccc3c2)n1	0	10	13	24	-15	-20	-19	-6	-6
COC(=O)c1nn(-c2ccc(C)cc2)ccc1=O	-8	1	-2	3	-2	-30	-12	-4	-7
CCOC(=O)CC(NC(=O)Cn1nnc(-c2ccccc2F)n1)c1ccc(OC)cc1 (stereo not drawn)	-9	-1	2	0	0	-29	13	-5	4
COc1ccccc1OCCSc1nnnn1C1CCCCC1	-19	0	/	/	-25	-19[20 µM]	-1	-8	7
O=C(NC1CCCCCC1)c1cc(S(=O)(=O)N2CCC3(CC2)OCCO3)ccc1F	-8	-1	8	-5	-1	-16[20 µM]	20	4	4
CCOC(=O)CCCc1sc(N)nc1-c1[nH]c(=O)[nH]c1C	-5	-5	7	6	-23	-10	13	-4	4
C=CCOc1c(Br)cc(CNn2nnnc2N)cc1OC	-5	10	0	-3	-23	2[20 µM]	-21	-2	-6
CNC(=O)NC(=O)CSc1ccc(NC(C)=O)cc1	2	2	0	-1	-2	-23	-31	-6	2
COc1ccc(NC(=O)Nc2c(C)noc2-c2ccccc2)cc1	3	-1	-3	0	1	-16	-17	-12	-7
O=c1cc(NS(=O)(=O)c2ccccc2)nc(SCc2c(Cl)cccc2Cl)[nH]1	-12	0	4	13	-3	1	21	-11	5
CC(C)CCN1CCN(Cc2cnc(N3CCCC3)s2)CC1CCO (stereo not drawn)	4	-3	3	0	7	-28	9	-5	5
O=C(NN1C(=O)C2C3c4ccccc4C(c4ccccc43)C2C1=O)C1CC1 (stereo not drawn)	-1	0	0	1	-15	-23	9	5	0
O=C(Cc1ccccc1)N/N=C/c1ccc[nH]1	-3	7	-1	1	-14	1	-13	12	-25
O=C(Nc1ccc2c(c1)OCO2)c1cnccn1	-12	0	-3	0	-5	-18	-14	-6	-7
CC(N)=Nc1ccc([N+](=O)[O-])cc1	-5	4	-4	0	4	-19	4	-4	-5
CCOCCCNC(=O)c1c(N)n(-c2ccc3c(c2)OCO3)c2nc3ccccc3nc12	-4	4	40	12	-20	-24	-28	2	-17
COc1ccc(-n2cnc(N)c2C(=O)c2cccc([N+](=O)[O-])c2)cc1	-3	6	-2	3	-1	-12	-3	3	-16
Cc1cc(Nc2cccc(C)c2C)n2nc(C)nc2n1	-3	7	-7	0	-17	-8	-1	-4	0
O=C(CCC(=O)NC1CC1)Nc1nnc(C2CCCCC2)s1	-5	1	-6	-2	2	-33	31	-6	0
N#Cc1c(NC(=O)CSc2ncnc3sccc23)oc(-c2ccco2)c1-c1ccco1	-74	15*	-38	11	-24	-18	-161	-2	-3
O=C(C[n+]1ccc(/C=N/O)cc1)N1CCCCC1	-10	-1	-2	1	-7	-16	-21	2	-33
COCC(=O)N=Nc1c(O)[nH]c2ccccc12	4	5	0	3	-4	2	14	1	-25
CCOC(=O)/C(C#N)=C/c1c(Oc2cccc(C)c2)nc2c(C)cccn2c1=O	-29	3	63	-5	-30	-19	6	0	-5
CCCCn1c(SCC(=O)NC(C)(C)C)nnc1-c1ccco1	-5	-1	1	-3	-15	-18	-10	-2	-2
N#CCCSc1ncnc2c1oc1ccccc12	1	2	-7	-1	-9	-22	-6	2	0
Nn1c(SCc2cccc(Oc3ccccc3)c2)nnc1C(F)(F)F	-2	-2	4	-2	4	-14	11	-1	-2
CCCCNC(=O)Nc1c(C(=O)OC)[nH]c2ccc(C)cc12	-7	0	1	2	-6	-5[20 µM]	-25	-9	-19
Cc1ccc(N=Cc2cc(C)n(C3CCCC3)c2C)cc1	-6	2	-3	-2	4	-8[20 µM]	-29	-5	-1

Among those listed so far, 2 contain a COOH group:
SMILES	p47phox inh	p97 inhibitor	Runt-SMMHC FRET	Runt-CBFb FRET	EBV gp42 inh	Furin inh	m-calpain inh	RBBP9 inhibitor	Tb hexokinase
CC(Sc1nc2ccccc2c(=O)[nH]1)C(=O)O (stereo not drawn)	-5	1	2	1	-17	-15[20 µM]	-15	0	-6
O=C(O)[C@H]1Cc2ccccc2CN1S(=O)(=O)c1ccc(F)cc1	2	3	1	1	4	-15	-7	-6	-4

Further structures:
SMILES	p47phox inh	p97 inhibitor	Runt-SMMHC FRET	Runt-CBFb FRET	EBV gp42 inh	Furin inh	m-calpain inh	RBBP9 inhibitor	Tb hexokinase
COc1cc(/C=C(\C#N)c2ccccn2)ccc1OCC(=O)Nc1cccc(C(F)(F)F)c1	0	0	10	0	-18	-20	-471	-6	-27
COc1ccc(NC(=O)Cn2nnc(-c3ccc(CN4CCOCC4)cc3)n2)c(OC)c1	-3	-7	6	-2	-14	-4	-2	-11	-4
CC(=O)Nc1ccc(SC[C@H](Cc2ccccc2)N2CCN(CC(C)C)CCC2=O)cc1	9	/	-1	3	-6	-15	29	/	-7
CCOC(=O)CC1C(C(=O)OCC)ON2OC(C(=O)OC)C(C(=O)OCC)C12 (stereo not drawn)	-3	-3	1	0	-17	-14[20 µM]	10	-9	-1
O=C(Oc1ccc(-c2cnc3ccccc3n2)cc1)c1cccc([N+](=O)[O-])c1	0	2	-4	2	-11	-22[20 µM]	-24	-6	-7
CCOC(=O)c1c(NC(=O)CN2C(=O)NC(C)(c3ccccc3)C2=O)sc(C)c1C (stereo not drawn)	-46	-5	2	-4	0	-4	23	-9	23
CN(C)/C=C/C(=O)c1c(F)cccc1F	-7	-1	2	1	-6	-10	8	-6	-23
Cc1nc2nc(-c3ccccc3)nn2c(C)c1Cl	/	2	/	/	/	-5[20 µM]	/	1	0
CNS(=O)(=O)c1cccc(C(=O)Nc2cccnc2)c1	-10	6	-6	-2	2	-19[20 µM]	-5	5	-1
COc1cccc(CN2CC(O)=C(c3nc(-c4ccc(Cl)cc4)cs3)C2=N)c1	-17	3	-2	9	-14	-13[20 µM]	-30	-1	-22
CCCCCC(=O)Nc1ccc(Cl)cn1	-5	4	-7	-3	-24	-26	-13	2	2

Compound activity (PubChem)
